Source: PubChem BioAssay (National Center for Advancing Translational Sciences (NCATS))
HBB splicing: qHTS Assay for Modulators of Hemoglobin Beta Chain Splicing; HBB splicing reporter cell assay, activation; EGFP reporter with mutant IVS2-654 intron; response scale: normalised to 500 nM splice-correcting PNA; Potency, µM (highest dose often 46.1 µM), for the others: at the top dose activation, hits mostly activators; 65,000 tested, 0.06% active; also: potency is read from the fitted curve at half-maximal effect; 0% is about no effect
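HeLa cells stably expressing EGFP interrupted by mutant beta-globin intron 2 (IVS2-654), 500/well in 2% FCS. Treated with compound for 2 days at 37C. Splicing correction scored as total well GFP intensity (488 nm excitation, 500-520 nm emission); 500 nM antisense PNA served as control.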
A350 fluor: qHTS Assay for Spectroscopic Profiling in A350 Spectral Region; Compound autofluorescence, 340/450 nm, Alexa 350 dye-equivalents; hits give high values; max dye-equivalent concentration, M; 59,000 tested, 11% active; AID 590, 2007; in the data active = max dye-equivalent concentration above about 10 nM; inconclusive = mostly about 1.1 nM to 9.6 nM
4MU fluor: qHTS Assay for Spectroscopic Profiling in 4-MU Spectral Region. compound autofluorescence, 340/450 nm, 4-MU equivalents; hits give high values. max dye-equivalent concentration, M. 59,000 tested, 11% active; in the data active = max dye-equivalent concentration above about 10 nM; inconclusive = mostly about 1.1 nM to 9.6 nM
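Intrinsic fluorescence at 340/450 nm (ex/em) was read after 15 min at room temperature in pH 8.0, 100 mM Tris. Each compound concentration expressed as 4-MU-equivalent concentration from a six-point 4-MU standard series on each plate.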
15-hLO inh: qHTS Assay for Inhibitors of 15-hLO (15-human lipoxygenase) | purified 15hLO-1, xylenol orange hydroperoxide absorbance | AID 887, 2007 | 74,000 tested, 1.4% active | Potency, µM (series often up to 57.1 µM), for the others: top-dose activity change, negative = inhibition, most hits filed as inhibitors | Polyunsaturated fatty acid lipoxygenase ALOX15 (Homo sapiens), P16050; also: potency is read from the fitted curve at half-maximal effect; % is scaled to controls: 0 for no effect and ±100 for the full control effect; nearly all actives have a fitted effect of over 55% in size
Target sequence (P16050 whole entry, looked up): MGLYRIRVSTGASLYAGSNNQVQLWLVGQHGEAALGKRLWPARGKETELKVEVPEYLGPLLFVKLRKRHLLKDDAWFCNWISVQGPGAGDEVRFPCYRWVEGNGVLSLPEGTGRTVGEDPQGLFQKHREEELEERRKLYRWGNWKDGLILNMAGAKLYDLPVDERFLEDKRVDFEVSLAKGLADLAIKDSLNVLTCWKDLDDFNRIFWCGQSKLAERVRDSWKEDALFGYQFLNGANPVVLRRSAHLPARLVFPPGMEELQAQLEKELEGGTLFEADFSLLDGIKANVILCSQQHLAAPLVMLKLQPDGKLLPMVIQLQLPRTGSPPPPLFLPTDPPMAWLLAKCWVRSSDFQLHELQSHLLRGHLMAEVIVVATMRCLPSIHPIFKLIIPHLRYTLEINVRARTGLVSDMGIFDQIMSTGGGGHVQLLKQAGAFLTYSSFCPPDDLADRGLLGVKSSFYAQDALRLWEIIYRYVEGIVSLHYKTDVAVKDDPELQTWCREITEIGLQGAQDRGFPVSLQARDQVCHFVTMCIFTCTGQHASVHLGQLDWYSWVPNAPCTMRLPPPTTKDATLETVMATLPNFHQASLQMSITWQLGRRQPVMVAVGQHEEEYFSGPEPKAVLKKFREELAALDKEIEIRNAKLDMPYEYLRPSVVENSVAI
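Purified human 15hLO-1 (40 nM) in 25 mM Hepes pH 7.5, 0.01% Triton X-100, preincubated 15 min RT with compound, then 50 uM arachidonic acid for 6 min. Hydroperoxide read by ferrous/xylenol orange, 30 min; 573/405 nm absorbance ratio gave progress.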
BRCT PPI green: qHTS Assay for Inhibitors of BRCT-Phosphoprotein Interaction (Green Fluorophore); 75,000 tested, 0.05% active; Breast cancer type 1 susceptibility protein (Homo sapiens), P38398; AID 875, 2007; BRCA1 BRCT-phosphopeptide binding, green fluorescence polarization; Potency, µM (top dose mostly 76.9 µM), for inactives: at the top dose activity change, negative = inhibition, actives largely listed as inhibitors;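 also: potency is read from the fitted curve at half-maximal effect; plate controls were peptide without protein for full effect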
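Compounds were incubated for 12 min at room temperature with a complex of 100 nM fluorescein-tagged pBACH1 decapeptide and 250 nM His-tagged BRCT protein. Buffer was phosphate pH 7.3 with EDTA, DTT and Tween 20. Disruption of binding lowers the polarization signal.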
DNA Pol III inh: qHTS Assay for Inhibitors of DNA Polymerase III Holoenzyme System; Potency, µM (doses to about 57.1 µM), for the others: at the highest dose activity change, negative = inhibition; 71,000 tested, 0.25% active; AID 603, 2007; reconstituted DNA polymerase III holoenzyme replication, biochemical; also: potency is read from the fitted curve at half-maximal effect; % is scaled to controls: 0 for no effect and ±100 for the full control effect
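Reconstituted *E. coli* holoenzyme (0.35 nM Pol III, 1 nM beta, 154 nM SSB, 2 nM primase) was preincubated with compound for 15 min at RT. Synthesis on 1.4 nM ssM13Gori ran 35 min, then was stopped with PicoGreen/EDTA and read as dsDNA fluorescence.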
BRCT PPI red: qHTS Assay for Inhibitors of BRCT-Phosphoprotein Interaction (Red Fluorophore); Potency, µM (top dose mostly 76.9 µM), for the others: at the top dose activity change, negative = inhibition, actives largely listed as inhibitors; 75,000 tested, 0.03% active; BRCT-phosphopeptide binding, red fluorescence polarization; Breast cancer type 1 susceptibility protein (Homo sapiens), P38398; also: % is scaled to controls: 0 for no effect and ±100 for the full control effect
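Rhodamine-labelled pBACH1 10-mer (100 nM) bound to BRCT domain (100 nM) at pH 7.3; compounds incubated 12 min room temperature, polarization read. Free peptide defines full inhibition; unlabelled decapeptide titrated as control.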
Hsp90 Hop PPI: qHTS Assay for Disrupters of an Hsp90 Co-Chaperone Interaction. AlphaScreen TPR2A-His6 binding biotin-Hsp90 C-terminal peptide. 71,000 tested, 0.44% active. Hsp90 C-terminal peptide / TPR2A (Hop) interaction, human. Potency, µM (titrated, usually from 57 µM), for inactives: at the highest dose activity change, negative = inhibition; active = well fitted curve in either direction with a large enough effect; inconclusive = small, poorly fitted or top-dose-only effect, or another doubt; also: potency is read from the fitted curve at half-maximal effect; % is scaled to controls: 0 for no effect and ±100 for the full control effect; many of its hits are not listed in these tables
CRE Fsk mod: Cell signaling CRE-BLA (Fsk stim); CHO CRE-bla reporter (cAMP response element driving beta-lactamase), forskolin EC10, beta-lactamase ratio; 71,000 tested, 2.5% active; Potency, µM (top dose mostly 38.2 µM), for inactives: top-dose activity change, negative = inhibition, usual class: activators; AID 662, 2007; active = well fitted activation curve with a large enough effect in the signal ratio, with a control signal flat, not every such curve was filed as active; inconclusive = small, poorly fitted or top-dose-only effect, or effect the other way, or a change in a side signal; the % refers to the signal ratio; also: potency is read from the fitted curve at half-maximal effect; % of control where 0% means no effect
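Using CellSensor CRE-bla CHO cells in Opti-MEM with 0.5% dialyzed FBS, compounds were titrated with EC10 NKH 477 for 3 h at 37 °C. CCF4 ratio (460/530 nm) gave %Activity; AC50 derived.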
Ub-GFP proteasome: Ubiquitin-GFP Assay. 67,000 tested, under 10 active. Potency, µM (doses to about 45.9 µM), for inactives: top-dose activation (GFP accumulation), most hits filed as activators. Ubiquitin-GFP reporter cells, proteasome inhibition, GFP fluorescence; response scale: untreated = 0%, 10 µM MG-132 = 100%; active = well fitted activation curve with a large enough effect, not every such curve was filed as active; inconclusive = small, poorly fitted or top-dose-only effect, or another doubt; inactive = no such curve, though single readings can be large or run the other way; also: potency is read from the fitted curve at half-maximal effect
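U2OS Ub(G76V)-GFP reporter; O/N plating, 0.5% FBS; cpd 46 uM–2.9 nM, 4 h, 37 °C; GFP+ cell count, 488/515 nm; norm. to basal vs 10 uM MG-132; CRC fit.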
GFP derepression: qHTS Assay for Epigenetic Modulators. mouse C127i GFP locus derepression, cytometry, 30 h. Potency, µM (titrated, usually from 46.1 µM), for inactives: at the highest dose GFP derepression (activation). 68,000 tested, 0.09% active; also: % of control where 0% means no effect
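Murine C127i mammary cells carrying a silenced, stably integrated CMV-driven GFP reporter were treated with compound for 30 hours at 37 C. After PBS washes, GFP-positive cells were counted by laser-scanning microplate cytometry.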
An asterisk follows results filed as active; i = inactive; ? = inconclusive; · = not tested or not shown; [ ] = remark or other dose. Unless noted, calls follow the shape of the dose curve; as a rule, active = well fitted curve in the direction sought with a large enough effect; inconclusive = small, poorly fitted or top-dose-only effect, or another doubt; inactive = no such curve, though single readings can be large; an effect the other way counts as inactive or inconclusive.

SMILES,HBB splicing,A350 fluor,4MU fluor,15-hLO inh,BRCT PPI green,DNA Pol III inh,BRCT PPI red,Hsp90 Hop PPI,CRE Fsk mod,Ub-GFP proteasome,GFP derepression
Cc1cc(C)n(-c2ncnc3sc4c(c23)CC(C)CC4)n1 (configuration not stated),-2.1%[0.0738 µM],·,·,3%[11.4 µM],0.7%,4%[11.4 µM],-0.6%,-3%[11 µM],?,2%[9.17 µM],-2%
C/C(=C(/CCO)SSC[C@@H]1CCCO1)N(C=O)Cc1cnc(C)nc1N,-1.0%[20.6 µM],?,?,9%[25.6 µM],-1.2%[34.4 µM],-7%[25.6 µM],-1.1%[34.4 µM],-2%[26 µM],-7%[17.1 µM],2%[20.5 µM],12%[20.6 µM]
COc1ccccc1-c1cc(=O)c2cc(O)ccc2o1,·,i,i,0%[25.6 µM],-0.5%,-11%,-1.3%,-4%,?,0%,2%[9.22 µM]
O=C(c1ccncc1)N1CCC2(CC1)CCN(c1ccccc1)CC2,3.9%,i,i,3%,-1.5%,0%,0.0%,1%,5%,-11%,-2%[9.22 µM]
COc1ccc(CCNC(=O)C2CCN(c3nn4c(=O)cc(C)nc4s3)CC2)cc1OC,2.0%,i,i,5%,1.0%,-2%,-0.3%,-2%,?,11%,-1%
O=C(O)CCCCCNCc1ccncc1,-0.5%[57.5 µM],i,i,-4%,0.5%,1%,-0.6%,-4%,1%,1%,0%
Cc1ccc(Cc2cncc(O)c2)cc1S(=O)(=O)O,0.9%,i,i,-10%,-0.8%,0%,0.7%,-3%,-5%,-2%,-2%
N#Cc1c2c(c(N3CCN(CCO)CC3)n3c1nc1ccccc13)CCCC2,·,2.3e-08M*,2.6e-08M*,-6%,2.6%,-16%,0.0%,3%,?,1%,-1%
COc1cccc(C2=NOC(C(=O)Nc3cccc(C(C)=O)c3)C2)c1 (configuration not stated),-0.2%,i,i,1%,1.1%,1%,-2.8%,1%,34%,10%,-2%
Cc1ccc(S(=O)(=O)N2CCN(S(=O)(=O)c3ccc(C)cc3)C3OCCOC32)cc1 (configuration not stated),-1.1%,·,·,11%,-4.8%,-6%,-0.9%,-4%,6%,16%,10%
CC(=O)NC(c1ccco1)c1ccc2cccnc2c1O (configuration not stated),-1.1%,·,·,3%,-1.0%,-2%,0.1%,7.9µM*,-3%,-7%,?
CC(C(=O)N1CCN(C=O)CC1)N1C(=O)c2ccccc2C1=O (configuration not stated),0.3%,i,i,3%,-0.4%,-7%,1.1%,-4%,-6%,2%,0%
COc1ccc(N2C(=O)CCC(C(C)=O)=C2C)cc1,-1.3%[0.0738 µM],·,·,4%[11.4 µM],-6.1%,-8%[11.4 µM],0.1%,-2%[11 µM],?,12%[9.17 µM],-2%
CCOC(=O)CCCN,2.2%[9.22 µM],i,i,2%[11.4 µM],-4.6%[15.4 µM],-10%[11.4 µM],-2.1%[15.4 µM],-4%[11 µM],4%[7.6 µM],1%[9.17 µM],3%[9.22 µM]
COc1ccccc1N1CCN(C(=O)c2cc(-c3ccc(C)cc3)on2)CC1,-1.3%,i,i,-21%,-5.3%,-2%,-1.0%,0%,?,2%,-3%
Cn1c(=O)c(=O)n(C)c2cc(S(=O)(=O)N3CCCCCC3)ccc21,-1.4%,i,i,5%,-1.1%,-4%,-0.5%,1%,-19%,2%,?
COCCOC(=O)C1=C(C)N=C2SCCC(=O)N2C1c1ccc(C(=O)OC)cc1 (configuration not stated),·,i,i,4%,-2.5%,-2%,-0.5%,2%,8%,5%,1%
CCn1c(CNc2ccc(OC)cc2)nnc1SCC(=O)N1CCCc2ccccc21,-0.2%[57.5 µM],i,i,-15%,-0.5%,-2%,-1.3%,-8%,-11%,1%,-2%
CSC1=C(C#N)C(CC(C)C)C(C(C)=O)=C(C)N1 (configuration not stated),-2.7%[57.5 µM],1e-08M*,?,-11%,-0.4%,-3%,0.1%,0%,1%,-1%,-2%
COC(=O)Cn1c(CN2CCc3ccccc3C2)nc2c1c(=O)n(C)c(=O)n2C,-0.2%,·,·,-5%,-3.6%,1%,-2.4%,-5%,?,-7%,·
O=C(CN(Cc1ccccc1)C(=O)CCC(=O)Nc1nccs1)NCc1ccco1,1.7%,?,i,-30%,-2.7%,0%,-2.3%,0%,-7%,-4%,-1%
Cc1cc2ccc(OC(=O)c3ccc(N=C(N)N)cc3)cc2oc1=O,4.4%[9.22 µM],7.7e-07M*,6.8e-07M*,?,16%[15.4 µM],-10%[11.4 µM],1.8%[15.4 µM],-2%[11 µM],-15%[7.6 µM],0%[9.17 µM],-3%[9.22 µM]
O=C(NCc1ccncc1)C1CCCN(S(=O)(=O)Cc2ccccc2)C1 (configuration not stated),·,i,i,-6%,0.2%,-3%,1.9%,-1%,-1%,-3%,-1%
Cc1cc(Cl)c(S(=O)(=O)NC2CCCCC2)cc1OCC(=O)Nc1nncs1,-1.5%,i,i,-3%,-2.2%,-14%,-2.5%,-5%,10%,-12%,-2%
CCOC(=O)N1CCN(Cc2nc3c(c(=O)n(C)c(=O)n3C)n2Cc2cc(C)ccc2C)CC1,7.2%[0.369 µM],i,i,-9%,0.1%,-4%,-0.2%,0%,-7%,1%,2%
CC1Oc2ccccc2N(CC(=O)Nc2ccc3c(c2)OCCO3)C1=O (configuration not stated),-0.1%[57.5 µM],i,i,-1%,-0.5%,0%,1.6%,0%,-6%,-4%,7%
c1ccc(-n2nnnc2-n2cnc3ccccc32)cc1,0.2%,i,i,1%,-0.6%,3%,-1.3%,-1%,-10%,0%,2%
Cn1c(=O)c2c(nc(N3CCCCCC3)n2CC(=O)c2ccc(Br)cc2)n(C)c1=O,-0.6%,i,i,4%,-0.4%,0%,0.2%,0%,2%,-6%,4%
COc1ccc(C2CC(c3ccccc3)n3nc(NC(=O)c4cccs4)nc3N2)cc1 (configuration not stated),-2.0%[57.5 µM],?,?,51%[activator],-1.9%,0%,-0.9%,-10%,-18%,2%,9%
C=C(C)CSCc1nc2ccccc2[nH]1,-0.8%,i,i,10%,-2.4%,1%,0.0%,0%,-3%,11%,-5%
CCOC(=O)N1CCN(C(=O)CCc2c(C)nc3c(c(C)nn3-c3ccc(C)c(C)c3)c2C)CC1,-1.9%,i,i,-4%,-1.2%,-1%,0.6%,-7%,?,5%,-2%
CCSc1nc2ccccc2n1CCC(=O)O,-0.3%,i,i,4%,-2.4%,-5%,-0.8%,0%,-3%,-1%,4%
O=C(O)Cc1nn(Cc2ccc(Br)cc2F)c(=O)c2ccccc12,·,·,·,9%[25.6 µM],1.6%,-6%,-0.1%,-2%,-24%,-3%,-1%
C=CCn1c(=O)/c(=C/c2ccc(F)cc2)s/c1=C(\C#N)c1nnc2n1CCCCC2,-0.3%[57.5 µM],?,?,-17%,-1.4%,9%,0.4%,-8%,5%,5%,4%
O=C(c1ccccc1F)N1CCN=C1SCc1cccnc1,0.1%,·,·,1%,-3.3%,-2%,0.0%,0%,8%,16%,-3%
C=C(CC1([C@@H](NP(=O)(c2ccccc2)c2ccccc2)[C@H]2C[C@@H]2CCN(C(=O)OCC)S(=O)(=O)c2ccc(C)cc2)CC1)c1ccccc1,2.1%,·,·,·,-2.8%,0%,-0.6%,-17%,-10%,·,·
N#CC1=C(N)OC2=C(C(=O)CCC2)C1c1ccc(OC(=O)N2CCOCC2)cc1 (configuration not stated),-2.0%,i,i,0%,-1.6%,-6%,-1.4%,1%,-15%,-2%,6%
Cc1ccc(S(=O)(=O)N2CCOCC2)cc1C(=O)NCc1ccco1,0.7%,?,i,-3%,-0.7%,-6%,-1.2%,?,-2%,4%,-1%
CC(=O)Cc1nsc(NC(=O)c2ccc(-c3cc(C(F)(F)F)ccc3Cl)o2)n1,-0.5%,?,?,-1%,2.3%,-3%,-2.4%,-3%,0.63µM*,1%,0%
CCCn1c(C)nc2c(NCCN3CCCC3)nc(C)nc21,0.6%,·,·,-2%,0.3%,4%,-0.2%,-3%,?,0%,·
